MITF inh = MITF inhibitors, primary screen, biochemical, AlphaScreen, human; AID 1259374, 2018; inhibition, % at 2.6 µM; AlphaScreen MITF homodimerization, bead proximity signal; Microphthalmia-associated transcription factor (Homo sapiens), O75030; hit rate 0.91% among 650,000; in the data active means inhibition above about 50%;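 further: 0% = vehicle wells with protein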
Target sequence (O75030 whole entry, looked up): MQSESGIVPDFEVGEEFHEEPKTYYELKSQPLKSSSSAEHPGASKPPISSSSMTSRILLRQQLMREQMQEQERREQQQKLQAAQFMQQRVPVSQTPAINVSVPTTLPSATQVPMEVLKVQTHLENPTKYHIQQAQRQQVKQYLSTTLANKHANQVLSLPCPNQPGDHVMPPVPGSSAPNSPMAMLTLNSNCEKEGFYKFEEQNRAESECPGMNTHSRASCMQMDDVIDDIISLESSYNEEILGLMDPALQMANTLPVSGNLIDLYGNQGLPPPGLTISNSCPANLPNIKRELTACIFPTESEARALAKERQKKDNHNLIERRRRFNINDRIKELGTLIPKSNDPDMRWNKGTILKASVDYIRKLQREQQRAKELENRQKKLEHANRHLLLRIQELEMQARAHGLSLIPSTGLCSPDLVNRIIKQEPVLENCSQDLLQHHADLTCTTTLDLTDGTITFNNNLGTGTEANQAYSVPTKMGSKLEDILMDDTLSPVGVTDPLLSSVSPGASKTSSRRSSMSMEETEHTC
FBW7 act = FBW7 E3 ligase activators, primary screen, biochemical, AlphaScreen, human; AID 1259310, 2017; normalized activity (activation), % at 26.1 µM; AlphaScreen FBW7–phospho-cyclin E peptide binding, activator screen; hit rate 0.13% among 650,000; in the data active means normalized activity above about 1.9%;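 further: purified mutant Fbw7 with reduced substrate affinity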
GPR151 activ = activators of human GPR151, primary screen, cell-based, PathHunter beta-arrestin, luminescence. G-protein coupled receptor 151 (Homo sapiens), Q8TDV0. PathHunter beta-arrestin GPR151 cells. activation, % at 11.2 µM. hit rate 1% among 650,000. AID 1508602, 2020; in the data active means activation above about 4.9%;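 further: 0% = median of compound wells and 100% = cells with positive control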
Target sequence (Q8TDV0 whole entry, looked up): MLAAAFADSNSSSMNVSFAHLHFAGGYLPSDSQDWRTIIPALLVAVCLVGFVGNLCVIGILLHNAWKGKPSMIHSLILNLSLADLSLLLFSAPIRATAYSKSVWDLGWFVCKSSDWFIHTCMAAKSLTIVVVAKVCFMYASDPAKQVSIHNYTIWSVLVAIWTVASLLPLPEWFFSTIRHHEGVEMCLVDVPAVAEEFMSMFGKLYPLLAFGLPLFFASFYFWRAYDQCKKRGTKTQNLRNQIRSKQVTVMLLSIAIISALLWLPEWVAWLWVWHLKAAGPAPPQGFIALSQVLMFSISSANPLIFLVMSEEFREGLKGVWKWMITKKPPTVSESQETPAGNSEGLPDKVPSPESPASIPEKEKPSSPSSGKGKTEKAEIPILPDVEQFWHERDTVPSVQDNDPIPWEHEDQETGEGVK
TEAD-YAP block = TEAD-YAP interaction inhibition, primary screen, TEAD-YAP interaction inhibitor project, luminescence, HEK-TIYL cells; TEAD-Gal4/YAP UAS-luciferase luminescence; inhibition, % at 9.12 µM; hit rate 1.4% among 640,000; in the data active means inhibition above about 32%;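 further: 0% = median of test compound wells and 100% = reference inhibitor wells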
Numbers without * were called inactive.

SMILES	MITF inh	FBW7 act	GPR151 activ	TEAD-YAP block
COc1cc(CNC(=O)c2ccc(C(=O)c3ccccc3)cc2)cc(OC)c1OC	0	-0.1	0.6	-10
CCOC(=O)C1CCCN(c2ncnc3scc(-c4ccccc4)c23)C1 (stereo unspecified)	4	-0.1	1.3	-19
COc1ccc(CN2CCNC(=O)C2CC(=O)NCCSC)c(OC)c1 (stereo unspecified)	-1	-0.1	-0.6	5
O=C(c1cc(F)cc(F)c1)N1CCc2c(nc(N3CCCC3)[nH]c2=O)C1	-12	0.1	1.3	8
CCOC(=O)c1cc2c(=O)n3ccccc3nc2n(Cc2ccco2)c1=NC(=O)c1ccc(C)cc1	-12	0.0	1.1	17
COc1cc2c(cc1OC)C(C)N(S(=O)(=O)c1ccc3c(c1)OCCN3C(C)=O)CC2 (stereo unspecified)	8	0.6	2.9	5
Cc1ccc(/C(N)=N/OC(=O)c2cccc(I)c2)cc1	6	-0.1	-0.4	11
Cc1cc(Cl)c(N2CCN(Cc3ncc[nH]3)CC2)cc1S(C)(=O)=O	4	-0.1	-0.9	-2
CCOc1ccccc1N1C(=O)c2cccc3cccc(c23)C1=O	12	0.4	-1.7	10
Cc1nn(C)c(C)c1-c1cc(C(=O)NCCN(C(C)C)C(C)C)ccn1	13	-0.1	-1.8	7
CN(NC(=O)c1ccccc1Cl)C1=NS(=O)(=O)c2ccccc21	13	0.0	0.1	2
CCN(CC)CCNC(=O)CCNC(=O)c1ccc(Br)o1	3	0.0	-0.3	1
CC(=O)N1CCC(=O)c2cc3ccccc3cc21	9	-0.1	-0.4	-5
CCN(CC)CCCN(Cc1ccco1)C(=S)Nc1ccccc1C	-5	-0.1	-0.9	11
O=C(Nc1ccc2c(c1)OCO2)c1cc(Cl)sc1Cl	-2	0.0	-2.1	-59
COc1ccc(OC)c(S(=O)(=O)N(C)CC(=O)N2CCOCC2)c1	3	0.1	-1.7	-7
COc1ccc(-c2cc(C(F)(F)F)n3nc(C(=O)N4CCN(Cc5ccccc5)CC4)c(Cl)c3n2)cc1OC	-9	0.1	0.8	-3
CC1(C)Cc2ccccc2/C(=C/[N+](=O)[O-])N1	-2	-0.2	-0.2	0
CN(C)C(CNC(=O)Nc1cccs1)c1ccccc1Cl (stereo unspecified)	6	-0.1	1.0	2
C/C(=N\n1c(C)cc(C)c(C#N)c1=O)c1cccs1	0	0.0	2.1	3
N#Cc1ccc(/C=N/Nc2nc3ccccc3[nH]2)cc1	0	0.1	0.1	-25
Cc1ccc(N2C(=O)CSC2c2coc3ccccc3c2=O)cc1C (stereo unspecified)	4	0.0	0.7	0
CN(CCc1ccccn1)C(=O)CCC1CCCN(C2Cc3ccccc3C2)C1 (stereo unspecified)	-10	-0.1	0.1	6
N#C/C(C(=O)N1CCCC1)=c1/s/c(=C\c2ccccn2)c(=O)n1-c1ccccc1	3	0.1	0.1	8
O=C(NCc1cccs1)c1cccc(N2C(=O)C3C4C=CC(C4)C3C2=O)c1 (stereo unspecified)	-6	0.3	1.3	12

Nothing new here: entries from further up.
SMILES	MITF inh	FBW7 act	GPR151 activ	TEAD-YAP block
CCOc1ccccc1N1C(=O)c2cccc3cccc(c23)C1=O	12	0.4	-1.7	10
Cc1nn(C)c(C)c1-c1cc(C(=O)NCCN(C(C)C)C(C)C)ccn1	13	-0.1	-1.8	7
CN(NC(=O)c1ccccc1Cl)C1=NS(=O)(=O)c2ccccc21	13	0.0	0.1	2
CCN(CC)CCNC(=O)CCNC(=O)c1ccc(Br)o1	3	0.0	-0.3	1
CC(=O)N1CCC(=O)c2cc3ccccc3cc21	9	-0.1	-0.4	-5
CCN(CC)CCCN(Cc1ccco1)C(=S)Nc1ccccc1C	-5	-0.1	-0.9	11
O=C(Nc1ccc2c(c1)OCO2)c1cc(Cl)sc1Cl	-2	0.0	-2.1	-59
COc1ccc(OC)c(S(=O)(=O)N(C)CC(=O)N2CCOCC2)c1	3	0.1	-1.7	-7
COc1ccc(-c2cc(C(F)(F)F)n3nc(C(=O)N4CCN(Cc5ccccc5)CC4)c(Cl)c3n2)cc1OC	-9	0.1	0.8	-3
CC1(C)Cc2ccccc2/C(=C/[N+](=O)[O-])N1	-2	-0.2	-0.2	0
CN(C)C(CNC(=O)Nc1cccs1)c1ccccc1Cl (stereo unspecified)	6	-0.1	1.0	2
C/C(=N\n1c(C)cc(C)c(C#N)c1=O)c1cccs1	0	0.0	2.1	3
N#Cc1ccc(/C=N/Nc2nc3ccccc3[nH]2)cc1	0	0.1	0.1	-25
Cc1ccc(N2C(=O)CSC2c2coc3ccccc3c2=O)cc1C (stereo unspecified)	4	0.0	0.7	0
CN(CCc1ccccn1)C(=O)CCC1CCCN(C2Cc3ccccc3C2)C1 (stereo unspecified)	-10	-0.1	0.1	6
N#C/C(C(=O)N1CCCC1)=c1/s/c(=C\c2ccccn2)c(=O)n1-c1ccccc1	3	0.1	0.1	8
O=C(NCc1cccs1)c1cccc(N2C(=O)C3C4C=CC(C4)C3C2=O)c1 (stereo unspecified)	-6	0.3	1.3	12

(more compounds)
SMILES	MITF inh	FBW7 act	GPR151 activ	TEAD-YAP block
CS(=O)(=O)N1CCCC1C(=O)N(Cc1ccccc1)c1nc2c(Cl)cccc2s1 (stereo unspecified)	8	0.2	2.1	-3
CC(C)CC(NC(=O)c1ccc(Cl)cc1Cl)C(=O)O (stereo unspecified)	6	0.1	-0.7	-1
COc1ccc(C(=O)CN2CCN(C)CC2)cc1	76*	0.2	0.0	-7
CCN1C=C/C(=C/C=c2/s/c(=C\c3sc(-c4ccccc4)c(-c4ccccc4)[n+]3CC)n(CC)c2=O)c2ccccc21	-58	2.0*	-1.0	8
CC1=C(C(=O)OC2CCCC2)C(c2cc3c(cc2Br)OCO3)C2=C(CC(c3ccccc3)CC2=O)N1 (stereo unspecified)	8	0.0	0.5	9
Cc1onc(-c2ccccc2)c1C(=O)Nc1cccc(C(=O)NCc2ccccc2)c1	9	0.0	-1.9	11
C/C(=N\NS(=O)(=O)c1ccc(C)cc1)c1ccc(C)s1	8	-0.1	-1.3	-1
O=C(O)/C=C/c1coc2ccccc2c1=O	1	0.0	1.8	6
CCOc1ccc(C(=O)NCCCNc2nc3cc4c(cc3cc2C#N)OCO4)cc1	-4	-0.1	0.5	12
Cc1ccc(CNC(=O)CCC2CCCN(S(=O)(=O)/C=C/c3ccccc3)C2)o1 (stereo unspecified)	-12	0.0	0.0	1
O=C(CSc1nnc(CNC(=O)c2ccccc2)o1)Nc1ccc(Cl)c(Cl)c1	14	0.5	1.4	5
CCNCc1cc(I)c(OCC)c(OCC)c1	8	0.3	1.3	-11
Cc1ccc(NS(=O)(=O)c2ccc3oc(=O)ccc3c2)cc1Cl	-3	0.3	1.3	-5
COc1ccc2[nH]c3c(=O)n(CCC(=O)NCc4cccnc4)c(=S)[nH]c3c2c1	5	0.2	0.9	7
CC1(C)CC(=O)C2=C(C1)N(c1ccc(F)cc1)C(N)=C(C#N)C2c1cccs1 (stereo unspecified)	-8	-0.3	-0.6	6
CCOc1ccc2nc(NC(=O)C(CC)CC)sc2c1	6	-0.1	-1.7	-64
O=C(Cn1ccc([N+](=O)[O-])n1)Nc1cc(Cl)cc(Cl)c1	10	0.6	-0.5	10
CC(=O)Nc1ccc(CN2CCN(Cc3ccsc3)C(CCO)C2)cc1 (stereo unspecified)	-6	0.0	0.1	-5
CN(CCO)S(=O)(=O)c1ccc2c(c1)C(=O)c1cc(S(=O)(=O)N(C)CCO)ccc1-2	34	0.2	0.3	7
CCC(C)NC(=O)CN(c1ccc(C)cc1)S(=O)(=O)c1ccc(OC)c(OC)c1 (stereo unspecified)	-5	0.0	0.8	2
Nc1cc(N)nc(SCC(=O)Nc2ccc(F)c(F)c2)n1	13	-0.2	1.3	-2
COc1ccc(Nc2nc(NCCO)nc(N3CCOCC3)n2)cc1	-3	-0.1	0.8	-8
COc1ccccc1/C=C/C(=O)NCC(=O)N=Nc1c(O)[nH]c(=O)[nH]c1=O	9	-0.4	1.1	22
CCN1C(=O)/C(=C/C=C2/SCCN2C)N(c2ccccc2)C1=S	8	-0.4	2.0	17
CCCCc1nc(SCc2ccccn2)c2c(=O)n(C)c(=O)n(C)c2n1	-1	-0.1	1.4	-1

Looked up one by one from the entries so far, two records:
SMILES	MITF inh	FBW7 act	GPR151 activ	TEAD-YAP block
CCOc1ccc2nc(NC(=O)C(CC)CC)sc2c1	6	-0.1	-1.7	-64
CCN1C=C/C(=C/C=c2/s/c(=C\c3sc(-c4ccccc4)c(-c4ccccc4)[n+]3CC)n(CC)c2=O)c2ccccc21	-58	2.0*	-1.0	8

Next part:
SMILES	MITF inh	FBW7 act	GPR151 activ	TEAD-YAP block
O=C(N/N=C/c1ccccc1OCc1ccc(Br)cc1)c1cccnc1	-3	0.0	1.1	-38
CN(C)S(=O)(=O)c1ccc2oc3nnc(SCc4nc5ccccc5s4)n3c2c1	2	-0.2	-0.4	-19
NC(=O)c1oc2ccccc2c1NC(=O)c1cccc(Br)c1	17	0.5	-1.0	8
O=C1CC(c2ccc([N+](=O)[O-])cc2)Nc2ccc3ccccc3c21 (stereo unspecified)	-6	-0.1	-0.4	1
CCOc1ccc(NC(=O)c2sc3ncnc(N4CCCCC4)c3c2C)cc1	-1	0.0	-0.6	-3
COc1ccc2[nH]c(=O)c(CN(C(C)=O)C3CCCC3)cc2c1	-11	0.5	2.0	6
CCCOc1ccc(-c2nc(Nc3ccc(Cl)cc3)c3ccccc3n2)cc1	28	0.2	0.1	-14
COc1ccc2c(c1)OC(C)CN(CCNC(=O)c1csc(-c3cccs3)n1)C2 (stereo unspecified)	2	0.0	3.3	4
Cc1ccc(NC(=O)C2(NC(=O)Nc3ccccc3)CCCCC2)cc1	0	-0.1	0.2	0
COc1ccc(N(Cc2nnc3n2CCCCC3)C(=O)Nc2cccc(C)c2)cc1Cl	14	0.0	0.1	0
CCOC(=O)c1ccc(NC(=O)CSc2nnc(CNC(=O)c3cccs3)n2-c2cc(OC)ccc2OC)cc1	-2	0.1	0.3	13
CC(=O)c1ccc2c(c1)OCCOCCOCCOCCO2	-2	0.0	-0.8	1
NC(=O)c1ccc(N=c2oc3c(Cl)cc(Cl)cc3cc2C(N)=O)cc1	14	0.2	-0.2	-2
O=C(Cc1ccccc1)OCC(=O)C12CC3CC(CC(C3)C1)C2	-3	0.0	-0.1	4
COc1ccc(C2N(O)C(C)(C)C(c3ccccc3)=[N+]2[O-])cc1 (stereo unspecified)	-10	-0.2	0.8	-12
COC(=O)C1=C(C)NC2=C(C(=O)CCC2)C1c1cccc(Cl)c1Cl (stereo unspecified)	-1	0.3	0.6	18
CC(C)C/C=N/NC(=O)c1ccc([N+](=O)[O-])cc1Cl	0	0.0	1.0	-4
Cc1sc(NC(=O)c2cc(Cl)ccc2[N+](=O)[O-])nc1-c1ccccc1	19	0.0	-0.5	19
CCc1cccc2ccc(S(=O)(=O)N3CCOCC3)c(CC)c12	20	1.1	1.1	-17
NC(=NC(=O)c1ccccc1)Sc1nc2ccccc2[nH]1	-4	0.0	1.0	-64
O=C(OCc1nc2ccc(Cl)cc2n1CCO)c1ccc(N2CCCC2)c([N+](=O)[O-])c1	-7	0.0	0.2	-2
CCOc1ccc(NC(=O)c2c(NC(=O)c3ccc(Br)cc3)sc3c2CCC3)cc1	-3	0.3	-1.2	1
OCCNc1nc(NC2CCN(Cc3ccccc3)CC2)nc2c1ncn2-c1ccsc1	11	0.2	-1.9	28
Nc1nc(NCCN2CCOCC2)nc2c1ncn2Cc1ccc(C(F)(F)F)cc1	10	0.3	-0.8	-13
COc1ccc(NS(=O)(=O)c2ccc(-n3cccn3)cc2)cc1OC	6	-0.1	-0.7	40*

More entries follow.
SMILES	MITF inh	FBW7 act	GPR151 activ	TEAD-YAP block
COCCNC(=O)c1ccccc1NS(=O)(=O)c1ccc(C)c([N+](=O)[O-])c1	20	-0.1	1.5	11
Cc1c(C(=O)N2CCN(c3ccccc3)CC2)sc2ncnc(N(C)c3ccccc3)c12	11	0.3	-2.4	7
CCCCCCCNC(=O)c1ccc(N)c([N+](=O)[O-])c1	11	0.1	0.9	10
Cc1ccc(-c2nn(-c3ccccc3)cc2C2SCC(=O)N2Cc2ccccc2)o1 (stereo unspecified)	10	-0.1	3.6	-6
O=C(Cn1c(=O)n(Cc2cccs2)c(=O)c2cccnc21)Nc1ccccc1F	3	0.0	-1.7	-6
COc1ccc(CCNS(=O)(=O)c2ccc3ccccc3c2)cc1OC	16	-0.1	-1.2	-3
c1ccc(-c2cn(-c3ccccc3)c3ncnc(N4CCC5(CC4)OCCO5)c23)cc1	18	0.3	0.4	0
Cc1nn(C)cc1S(=O)(=O)NC(C)CCc1ccccc1 (stereo unspecified)	6	0.6	-1.2	3
O=C(Nc1ccc(Cl)cc1)c1cc(S(=O)(=O)NC2CCCCCC2)ccc1F	18	0.3	0.7	8
CCc1ccc2[nH]c3nc(SCC(=O)NC(C)(C)C)nnc3c2c1	14	0.0	1.7	4
CC(=O)Nc1ccc(Nc2nc(-c3ccc(C(=O)N4CCN(C)CC4)cc3)nc3c2ncn3C(C)C)cc1	12	0.1	-1.9	11
Cc1cc2c(=O)n(Cc3ccco3)c(SCC(=O)N3CCc4ccccc43)nc2s1	1	-0.5	3.5	2
Cc1cnc(NC(=O)CSc2nnc(-c3ccc(Cl)cc3Cl)n2N)s1	4	-0.1	4.3	7
CON(C)C(=O)Cn1ncc2cccn2c1=O	10	0.2	1.2	-4
COc1ccc(CN2C(=O)C3C(C(=O)Nc4ccc(F)c(Cl)c4)C4C=CC3(O4)C2C(=O)NC2CCCC(C)C2C)cc1 (stereo unspecified)	-5	-0.1	0.7	-7

Compound activity deposited in PubChem by The Scripps Research Institute Molecular Screening Center.

No enrichment for hits; about 3.5% have a hit in one of these screens.
